Screening data as filed in PubChem.
TLR9-MyD88 inh: TLR9-MyD88 interaction inhibition. Q9NR96+Q99836. CHO BLA complementation TLR9-MyD88, CCF4 FRET ratio. inhibition, % at 4.98 µM. 0.21% of 340,000 active. AID 504734;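 active = inhibition above the mean over all tested compounds plus 3 SD, cut at about 21% in these data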;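 note: 0% = DMSO only wells and 100% = clavulanate BLA inhibitor control wells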
Target sequence (Q99836 whole entry, looked up): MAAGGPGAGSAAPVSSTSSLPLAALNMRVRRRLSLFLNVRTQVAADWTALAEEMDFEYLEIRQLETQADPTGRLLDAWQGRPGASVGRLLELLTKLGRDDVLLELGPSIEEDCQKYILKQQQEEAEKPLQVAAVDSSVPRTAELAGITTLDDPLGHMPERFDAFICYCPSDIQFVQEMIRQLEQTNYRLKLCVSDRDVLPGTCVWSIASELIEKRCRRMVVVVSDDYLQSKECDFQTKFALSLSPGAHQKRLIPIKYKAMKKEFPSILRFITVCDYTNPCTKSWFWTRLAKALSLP
Target sequence (Q9NR96 whole entry, looked up): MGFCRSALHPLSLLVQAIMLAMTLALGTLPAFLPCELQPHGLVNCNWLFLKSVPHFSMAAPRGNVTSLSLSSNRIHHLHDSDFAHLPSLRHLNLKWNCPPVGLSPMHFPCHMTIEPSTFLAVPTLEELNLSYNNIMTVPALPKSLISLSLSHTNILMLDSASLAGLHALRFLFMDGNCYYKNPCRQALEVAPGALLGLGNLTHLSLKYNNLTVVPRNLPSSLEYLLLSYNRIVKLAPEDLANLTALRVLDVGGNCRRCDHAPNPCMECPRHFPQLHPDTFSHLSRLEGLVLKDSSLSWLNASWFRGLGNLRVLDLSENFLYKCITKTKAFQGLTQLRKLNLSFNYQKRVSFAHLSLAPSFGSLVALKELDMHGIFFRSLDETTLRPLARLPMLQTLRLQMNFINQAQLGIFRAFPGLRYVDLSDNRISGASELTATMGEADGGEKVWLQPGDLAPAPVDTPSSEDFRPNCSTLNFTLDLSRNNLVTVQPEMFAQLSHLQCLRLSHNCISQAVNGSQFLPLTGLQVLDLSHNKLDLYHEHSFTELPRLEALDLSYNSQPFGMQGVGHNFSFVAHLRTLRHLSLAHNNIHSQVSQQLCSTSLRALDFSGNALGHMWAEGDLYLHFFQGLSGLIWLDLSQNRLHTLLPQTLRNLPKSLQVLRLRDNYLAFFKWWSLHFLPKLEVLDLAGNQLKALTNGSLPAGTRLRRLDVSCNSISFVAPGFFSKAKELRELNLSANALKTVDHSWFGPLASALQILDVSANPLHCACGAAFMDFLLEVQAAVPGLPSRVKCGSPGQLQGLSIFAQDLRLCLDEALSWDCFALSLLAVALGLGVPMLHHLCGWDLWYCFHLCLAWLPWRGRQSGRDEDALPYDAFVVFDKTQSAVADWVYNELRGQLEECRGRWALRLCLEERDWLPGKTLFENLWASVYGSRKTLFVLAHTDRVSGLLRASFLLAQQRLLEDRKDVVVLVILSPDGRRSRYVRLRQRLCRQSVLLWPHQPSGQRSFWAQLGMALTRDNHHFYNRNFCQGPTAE
Vif inh: blocks HIV Vif function; inhibition, % at 7.49 µM; 0.35% of 340,000 active; HEK293T cells, Vif self-association by quenched fluorescence, imaging, 24 h; in the data active = inhibition above about 50%, passing the limit was not always enough; inconclusive = no clear call, values can overlap the other calls; inactive = below about 31%; note: some results filed as inactive read as strong as hits
aDG glyco up: alpha-DG glycosylation activation; activation, % at 10 µM; 0.22% of 360,000 active; Pro5-aDG cells, alpha-DG glycosylation AlphaScreen (IIH6); 0% Pro5, 100% B10-LARGE cell signal;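 active = activation of at least 8% versus controls, or a plate z-score of at least 8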;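 note: Pro5 are CHO cells carrying HIG-tagged alpha-DG that lacks glycosylation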
ABCB6 inh 2: human ABCB6 transporter inhibition | Q9NP58 | K562-ABCB6 porphyrin accumulation, flow cytometry, 1 h; active compounds read low | fluorescence ratio to DMSO, % at 10 µM | 0.19% of 360,000 active | AID 602162;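 active = fluorescence ratio to DMSO below 75%, the collection mean minus 3 SD; inconclusive = too few cells collected in the well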;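 note: signal is porphyrin accumulated inside mitochondria; 100% equals median channel fluorescence of DMSO control wells; lower ratio means ABCB6 inhibition with less porphyrin fluorescence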
ABHD5 PLIN5 PPI: inhibitors of human ABHD5-perilipin-5 interaction | Q00G26+Q8WTS1 | Split G. princeps luciferase complementation, luminescence, 4 h | inhibition, % at 4 µM | 0.78% of 360,000 active;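 active = inhibition above the mean inhibition across every tested compound plus 3 SD, cut at about 22% in these data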;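 note: 0% = DMSO only wells and the 100% control is not disclosed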
MC4R antag cAMP: blocks human MC4R cAMP signaling. P32245. 0.48% of 360,000 active. inhibition, % at 6.5 µM. MC4R-expressing cells, MTII-stimulated cAMP, LANCE TR-FRET;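 active = inhibition above its plate's cutoff, the mean of tested wells on that plate plus 3 SD, cut at about 29% in these data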;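 note: 0% = Melanotan II alone and 100% = Melanotan II plus saturating MCL0020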
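Assay system: U2OS-MC4R stable cell line; Also added: Melanotan II; Technique: Eu-cAMP/anti-cAMP TR-FRET, emission 671 nm; Times: 30-min compound, 1-h challenge, 1-h detection, room temperature.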
Granule exo inh: blocks lytic granule exocytosis; TALL-104 LAMP-1 surface exposure, flow cytometry; cells stimulated with thapsigargin and PMA; inhibition, % at 10 µM; 0.66% of 360,000 active; AID 651702;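 active = inhibition above about 55%, limit read from the data; inconclusive = no clear call, values can overlap the other calls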
NOD2 RIPK2 PPI: blocks binding of human NOD2 to RIPK2. CHO BLA complementation NOD2-RIPK2, CCF4 ratio. inhibition, % at 4.98 µM. 0.38% of 360,000 active. AID 624267; in the data active = inhibition above about 21%;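 note: 0% = vehicle only and 100% = reference blocker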
Glyco luc inh: blocks N-linked glycosylation in D54 reporter cells; D54 ERlucT glycosylation luciferase reporter, 24 h; percent of 100 nM tunicamycin response; AID 588692; 0.23% of 360,000 active; reporter increase, % at 12.5 µM;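 active = mean luciferase reporter signal, scaled so untreated is 0 and the glycosylation-blocking control 100, at or above a set limit in every replicate; inconclusive = mean reaches the limit but not every replicate does; inactive = mean below the limit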;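 note: luciferase carries N-glycosylation sites so blocking glycosylation raises the light; 0% = median of neutral control wells and 100% = median of 100 nM tunicamycin wells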
MC4R barr agon: activates human MC4R beta-arrestin recruitment | AID 540308 | activation, % at 8.9 µM | P32245 | U2OS MC4R beta-arrestin complementation, luminescence; percent of melanotan II response, DMSO zero | 0.98% of 360,000 active;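 active = activation above a per-plate cutoff, the mean activation of sample wells on that plate plus 3 SD, cut at about 8% in these data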
* hit, by the source's call; ? = inconclusive; . = not tested or not shown. The list is partial; count on the stated rates, not on these rows.

TLR9-MyD88 inh,Vif inh,aDG glyco up,ABCB6 inh 2,ABHD5 PLIN5 PPI,MC4R antag cAMP,Granule exo inh,NOD2 RIPK2 PPI,Glyco luc inh,MC4R barr agon,canonical_smiles
-2,-5,-0.3,86,-16,8,3,-3,-2,-1.3,CCOC(=O)c1ccc(-n2[nH]c(-c3ccccc3)cc2=O)cc1
10,-1,4.4,96,4,5,-5,-5,-2,-0.8,O=C(c1ccc(S(=O)(=O)NCC2CCCO2)cc1)N1CCN(c2cccc(Cl)c2)CC1 (configuration not stated)
-2,5,0.0,88,-8,-2,-10,-3,1,-0.1,COc1ccc(/C=N/n2c(C)nc3ccccc3c2=O)cc1OC
.,.,0.0,98,-1,.,-9,-14,.,.,O=C1NC[C@H](CCCCN2C[C@H](Cc3ccc(O)cc3)N(CCc3ccccc3)C(=O)C2=O)N(Cc2ccccc2)C1=O
1,11,-0.2,100,-4,0,-1,-10,0,0.6,CCCCC(c1nnnn1CCOC)N1CCN(Cc2ccccc2)CC1 (configuration not stated)
-2,9,1.1,88,-2,-6,2,-4,-2,0.6,O=C(Cn1nc(-c2ccccc2Cl)ccc1=O)Nc1ccccc1-c1ccccc1
1,-4,-0.1,98,4,0,0,-1,1,0.7,O=C1C2CCCCN2C(=O)N1CCCCN1CCN(c2ccc([N+](=O)[O-])cc2)CC1 (configuration not stated)
0,17,0.1,100,-3,4,7,-4,1,-0.3,CCOc1ccc(S(=O)(=O)NCCC(=O)NCC(C)(C)N2CCOCC2)cc1
-1,-10,0.0,98,0,-6,-10,16,-1,-0.9,COc1ccccc1C(=O)Nc1sc2c(c1C(N)=O)CCCC2
-13,-2,0.1,83,-2,7,-1,4,0,0.7,CCN(C(=O)Nc1ccccc1)c1ccccc1
-8,15,0.1,93,-8,3,-2,-5,1,-0.5,CCOC(=O)C1=C(Nc2cccc(Cl)c2)OCC1=O
4,4,0.6,105,-9,23,-1,3,5,2.2,Cc1ccc(C(=O)NCCn2c(N)c(C#N)c3nc4ccccc4nc32)cc1
1,9,0.4,101,-3,3,-1,-11,22,-2.0,CC(=O)N(C(C)=O)n1c(C)nc2sc3c(c2c1=O)CCCC3
-8,-2,0.1,101,-2,13,2,-4,2,-3.0,N#Cc1ccsc1NC(=O)COC(=O)C1=NNC(=O)CC1
-7,6,-0.1,96,-2,-25,2,-3,3,0.1,CCCN(CC1CC1)c1nc(N)c(C#N)c(CC#N)c1C#N
.,-10,0.1,99,4,5,-4,0,3,-1.6,N#Cc1cccc(NC(=O)c2cc(C3CCCCN3C(=O)c3ccccn3)on2)c1 (configuration not stated)
.,.,0.1,.,0,.,13,-4,.,.,CCc1c(-c2ccccc2F)ncn1Cc1cccc(-c2ccccc2)c1
-3,-6,-0.2,115,1,-6,-2,6,-4,3.6,CCc1cc[n+](/C(C(=S)Nc2cccc(C)c2)=C(/[O-])c2ccc(C)c([N+](=O)[O-])c2)cc1
0,-3,0.5,99,1,20,-1,-7,-5,0.0,CCC(C)NC(=O)CCC(=O)Nc1ccc2nc(N3CC(C)CC(C)C3)cc(C)c2c1 (configuration not stated)
-2,-8,-0.2,95,-6,10,-1,-5,4,2.0,Cc1ccc(C(=O)COC(=O)COc2ccccc2C)cc1
-2,-30,-0.1,102,3,1,5,-6,2,1.5,O=C(C(Cc1ccccc1)N1C(=O)c2ccccc2C1=O)N1CCc2ccccc21 (configuration not stated)
2,-18,0.9,97,1,16,9,7,-6,1.1,Cc1ccc(S(=O)(=O)N2CCCCC2)cc1NC(=O)CSc1ncnc2ccccc12
-4,9,-0.1,113,2,-2,9,12,11,-0.6,CCOc1ccccc1N1CCN(C(=O)C2c3ccccc3Oc3ccccc32)CC1
-2,1,0.0,109,-2,31*,-6,-5,-1,-1.9,COc1ccc(-c2cc(C(=O)Nc3cc(C)on3)no2)cc1OC
0,-4,2.4,97,-1,4,1,-8,-2,-1.6,O=C(O)c1c[nH]c2cc(C(F)(F)F)ccc2c1=O
-4,4,-0.1,98,-11,1,-1,2,1,1.3,C[C@H]1CN(S(=O)(=O)c2ccc3c(c2)OCCO3)CCN1S(=O)(=O)c1c(F)cccc1F
5,-11,0.0,103,-3,10,-7,-2,1,1.1,Cc1ccc(NC(=O)c2ccco2)c(NC(=O)COc2ccccc2)c1
1,3,-0.2,97,-1,4,0,3,4,-3.2,Cc1ccc2nc(SCC(=O)Nc3nnc(SCC(N)=O)s3)[nH]c2c1
-14,-8,-0.1,94,1,12,-11,-4,0,1.1,COc1ccc(C2=NN(CCC(=O)NCC3CCCO3)C(=O)CC2)cc1 (configuration not stated)
1,4,-0.1,100,0,4,2,8,1,1.8,Cc1ccc(C)c(C2=CSC3=NCCN23)c1
3,15,0.2,99,4,-23,-4,5,5,-1.9,CCN1C(=O)c2cccc3c(S(=O)(=O)N(C(C)=O)c4ccc(OC(C)=O)cc4)ccc1c23
.,.,0.0,104,6,16,-2,2,-2,-0.9,COC(=O)c1ccc(Cn2c(C)c(C(=O)NCc3ccco3)sc2=O)o1
3,-5,-0.1,91,4,-3,3,-8,3,-0.5,CC(=O)c1ccccc1OC(=O)c1ccc([N+](=O)[O-])o1
-16,.,-0.2,91,-1,1,-1,4,3,-0.7,Cc1nc(SCC(O)CO)c([N+](=O)[O-])[nH]1 (configuration not stated)
-1,3,0.1,103,0,3,-2,-1,1,-1.7,Cn1nc(C(C)(C)C)cc1C(=O)NNC(=O)c1ccccc1Cl
3,4,0.1,93,1,12,24,4,-1,-0.4,CC(=O)c1ccc(NC(=O)C2C3CCC(C3)C2C(=O)O)cc1 (configuration not stated)
0,2,-0.2,95,-6,2,3,-2,-1,-1.3,CN(C(=O)COC(=O)CCCc1c[nH]c2ccccc12)c1c(N)n(Cc2ccccc2)c(=O)[nH]c1=O
2,17,-0.2,91,-3,10,-2,4,1,-1.9,O=C(O)CNC(=O)CC1S/C(=N/N=C2/NC(=O)CS2)NC1=O (configuration not stated)
3,.,0.6,73*,4,3,-3,-5,-3,3.6,CC1CCN(S(=O)(=O)c2ccc(NC(=O)CN3CCN(c4ccccc4)CC3)cc2)CC1
4,2,-0.3,94,-2,-1,-2,-10,9,-0.6,CC(=O)c1c(C)[nH]c(C(=O)Nc2ccc(S(=O)(=O)N(C)C)cc2)c1C
11,-4,-0.1,103,0,15,-1,4,2,0.5,CCCCn1c(=O)[nH]c(=O)c2c1nc(-c1ccccn1)n2CC
-4,-5,-0.3,102,3,12,-1,-6,0,2.4,COc1ccc(-c2cc3c(=O)n(CC(=O)NCc4ccccc4OC)ncn3n2)cc1
0,9,0.1,105,-3,3,3,-3,-1,4.5,Cc1ccc(NC(=O)Cn2nnc(C(=O)NCc3cccs3)c2N)cc1F
-3,2,0.2,99,-1,14,-1,6,0,0.8,COCCCN(CC(=O)Nc1ccc(N2CCOCC2)cc1)S(=O)(=O)c1ccccc1
2,-3,-0.1,98,1,2,-1,-8,3,-0.4,O=C(CCS(=O)(=O)c1ccccc1Cl)Nc1ccc(S(=O)(=O)Nc2ncccn2)cc1
-13,?,0.0,107,2,-2,83*,2,0,4.2,Clc1ccc(-c2ccc(/C=N/Nc3cc(N4CCOCC4)nc(N4CCOCC4)n3)o2)cc1
-10,0,0.1,100,2,13,0,-2,-1,-0.2,Cc1ccccc1N(CC(=O)NCc1ccc2c(c1)OCO2)C(=O)C1CSC(=O)C1 (configuration not stated)
19,3,-0.1,101,15,2,0,-8,1,0.6,Cn1c(=O)c2c(ncn2CC(=O)N2CCN(S(=O)(=O)c3ccccc3)CC2)n(C)c1=O
-12,0,-0.1,98,16,21,-4,-5,-1,-2.1,COc1ccc(/C=C/C(=O)NC(=S)NNC(=O)[C@H]2C[C@@H]2c2ccccc2)cc1OC

Shown in markdown: part of the list above
| SMILES | TLR9-MyD88 inh | Vif inh | aDG glyco up | ABCB6 inh 2 | ABHD5 PLIN5 PPI | MC4R antag cAMP | Granule exo inh | NOD2 RIPK2 PPI | Glyco luc inh | MC4R barr agon |
| --- | --- | --- | --- | --- | --- | --- | --- | --- | --- | --- |
| CCOC(=O)c1ccc(-n2[nH]c(-c3ccccc3)cc2=O)cc1 | -2 | -5 | -0.3 | 86 | -16 | 8 | 3 | -3 | -2 | -1.3 |
| O=C(c1ccc(S(=O)(=O)NCC2CCCO2)cc1)N1CCN(c2cccc(Cl)c2)CC1 (configuration not stated) | 10 | -1 | 4.4 | 96 | 4 | 5 | -5 | -5 | -2 | -0.8 |
| COc1ccc(/C=N/n2c(C)nc3ccccc3c2=O)cc1OC | -2 | 5 | 0.0 | 88 | -8 | -2 | -10 | -3 | 1 | -0.1 |
| O=C1NC[C@H](CCCCN2C[C@H](Cc3ccc(O)cc3)N(CCc3ccccc3)C(=O)C2=O)N(Cc2ccccc2)C1=O | . | . | 0.0 | 98 | -1 | . | -9 | -14 | . | . |
| CCCCC(c1nnnn1CCOC)N1CCN(Cc2ccccc2)CC1 (configuration not stated) | 1 | 11 | -0.2 | 100 | -4 | 0 | -1 | -10 | 0 | 0.6 |
| O=C(Cn1nc(-c2ccccc2Cl)ccc1=O)Nc1ccccc1-c1ccccc1 | -2 | 9 | 1.1 | 88 | -2 | -6 | 2 | -4 | -2 | 0.6 |
| O=C1C2CCCCN2C(=O)N1CCCCN1CCN(c2ccc([N+](=O)[O-])cc2)CC1 (configuration not stated) | 1 | -4 | -0.1 | 98 | 4 | 0 | 0 | -1 | 1 | 0.7 |
